# HPDE-C7 viability: cytotoxicity in HPDE-C7 cells, cell-based, fluorescence, HTS (AID 430); cytotoxicity, % at 10 µM, or EC50 in µM where a hit was titrated; HPDE-C7 pancreatic duct cells viability, fluorescence; higher % means a stronger effect; actives 1.8% (n = 63,000);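 further: cells exposed to compound for 48 hours before viability readout; 0% = vehicle and 100% = reference cytotoxic drug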
# Alkaline phosphatase: human TNAP enzyme inhibitors, biochemical, luminescent (AID 518); inhibition, % at 20 µM; hits with a dose series show IC50 in µM; purified TNAP enzyme, luminescent substrate readout; higher % means a stronger effect; actives 0.09% (n = 64,000); in the data active means a potency from the dose series; inactive means the rest, 99 in 100 with inhibition below about 22%;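 further: plate controls were vehicle for no effect and reference inhibitor for full effect; many of its hits are not listed in these tables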
# LYP inhibition: inhibition of human PTPN22 tyrosine phosphatase – biochemical, DiFMUP fluorescence, recombinant catalytic domain, 10 µM, primary screen (AID 606); one-dose inhibition, % at 10 µM; IC50 in µM for titrated hits; recombinant LYP catalytic domain, DiFMUP fluorescence; higher % means a stronger effect; 52,000 tested, under 10 active;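 active means IC50 under 40 µM in the dose-response test; inactive means IC50 of 40 µM or more, or never dose-tested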
# Bfl-1 displacement: displacement of Bid BH3 peptide from Bfl-1 – biochemical, fluorescence polarization, FITC-Bid, mouse, primary screen (AID 432). displacement, % at 20 µM, or IC50 in µM where a hit was titrated. FITC-Bid BH3 peptide fluorescence polarization displacement; higher % means a stronger effect. actives 0.02% (n = 64,000); in the data active means a potency from the dose series; inactive means the rest, 99 in 100 with displacement below about 15%; further: strong numbers were not always called active
# KRASV12 cytotoxicity: viability loss of HPDE-C7K cells – cell-based, fluorescence, HTS, primary screen (AID 431) | HPDE-C7K KRASV12 cells, Alamar Blue viability, 48 h; higher % means a stronger effect | cytotoxicity, % at 10 µM, or EC50 in µM where a hit was titrated | actives 1.7% (n = 63,000);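 active means compounds whose percent cytotoxicity in the single-dose primary screen, scaled between solvent and toxic-drug controls, exceeds 50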;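 further: 0% = DMSO solvent wells and 100% = doxorubicin-treated wells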
# Spn DPM-DC inh: blocks S. pneumoniae diphosphomevalonate decarboxylase. actives 0.49% (n = 65,000). purified DPM-DC, PK/LDH coupled NADH fluorescence. calls only at 10 µM;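 active means the 320 compounds with the highest percent inhibition in the single-dose primary screen, excluding strongly autofluorescent ones, cut at about 32% in these data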;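 further: kinetic rate of NADH fluorescence loss reporting ADP formed by the decarboxylase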
# Spn PMK inh: blocks S. pneumoniae phosphomevalonate kinase; purified PMK, PK/LDH-coupled NADH absorbance 340 nm; actives 0.49% (n = 65,000); inhibition, % at 10 µM; AID 539;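 active means top-ranked compounds by inhibition in the single 10 µM screen, taking a fixed number of the strongest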;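 further: 0% = full reaction with DMSO carrier and 100% = background rate without enzyme reaction; no value below 0 was filed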
# HT1080 cytotoxicity: cytotoxicity in HT1080 fibrosarcoma cells, cell-based, fluorescence readout (AID 620). HT1080 viability, fluorescence; higher % means a stronger effect. one-dose cytotoxicity, % at 10 µM; EC50 in µM for titrated hits. actives 0.42% (n = 87,000);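 further: cells exposed to compound overnight then 4 h with Alamar Blue; 0% = vehicle DMSO and 100% = killing control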
# Spn MK inh: S. pneumoniae mevalonate kinase inhibition | purified MK, PK/LDH-coupled NADH absorbance 340 nm | inhibition, % at 10 µM | actives 0.48% (n = 65,000) | AID 555;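 active means ranked among the strongest by inhibition in the single 10 µM screen, a fixed top-ranked set picked for dose follow-up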; further: no value below 0 was filed
# Spn PMK inh pilot replicates: recorded beside Spn PMK inh, whose call it bears; inhibition, %; measured here: pilot screen replicates
# Spn MK inh pilot replicates: further read-out of Spn MK inh, marked with its call; inhibition, %; measured here: pilot screen replicates
# Spn DPM-DC inh pilot screen %: further read-out of Spn DPM-DC inh, marked with its call; inhibition, %; measured here: pilot screen trials
# The depositor's hits bear a star; i = inactive; x = no result given. Unless noted, no stated cut-off is given here; in the data, active means cytotoxicity above about 50%; inactive means the rest.
SMILES,HPDE-C7 viability,Alkaline phosphatase,LYP inhibition,Bfl-1 displacement,KRASV12 cytotoxicity,Spn DPM-DC inh,Spn PMK inh,HT1080 cytotoxicity,Spn MK inh,others
O=C(CCNS(=O)(=O)c1ccc(Cl)cc1)NCc1cccnc1,-17%,5%,3%,-7%,-18%,i,19,7%,2,
O=C(c1cc(S(=O)(=O)N2CCOCC2)c(Cl)cc1Cl)N1CCCCC1,5%,4%,2%,-1%,-4%,i,15,-3%,0,
CCOC(=O)CNC(=O)CSc1nnc(-c2ccccc2)n1Cc1ccco1,-13%,11%,17%,-1%,-8%,i,3,-10%,9,
c1ccc2c(Cn3nnc4ccccc43)cccc2c1,18%,18%,2%,-8%,14%,i,12,10%,6,
COc1ccc(S(=O)(=O)Cc2ccc(C(=O)N3CCN(c4cccc(C)c4)C(C)C3)o2)cc1 (stereo not given),32%,7%,11%,3%,26%,i,0,52%*,5,
CC1=C/C(=C/N(C)c2ccccc2)C(=O)S1,1%,20%,x,-1%,1%,i,14,-1%,3,Spn PMK inh pilot replicates=2.5;Spn MK inh pilot replicates=0.0;Spn DPM-DC inh pilot screen %=0.0
CCCn1c(SCC(=O)NC(=O)Nc2ccc(C)cc2C)n[nH]c1=O,-4%,10%,x,-2%,-4%,i,0,3%,5,
CCOC(=O)C1CCCN(C(=O)c2cn(CC(C)C)c(=O)c3cc(OC)c(OC)cc23)C1 (stereo not given),5%,5%,17%,-4%,-10%,i,18,5%,2,
NC(CSC12CC3CC(CC(C3)C1)C2)C(=O)O (stereo not given),-2%,12%,-17%,-1%,3%,i,17,7%,0,
O=C(NCC1CCCO1)C1CCC(N2C(=O)c3ccccc3C2=O)CC1 (stereo not given),-14%,6%,x,-6%,-32%,i,7,-6%,10,
CCC(=O)Nc1ccc2oc(-c3cccc(C)c3)nc2c1,9%,2%,11%,0%,12%,x,0,4%,0,
O=C(C1CC1)N1CCN=C1SCc1ccc(F)cc1,3%,7%,2%,-5%,2%,i,4,3%,2,
CCOC(=O)N1CCC(NC(=O)CCc2nc(-c3ccccc3F)no2)CC1,-22%,4%,2%,0%,-12%,i,17,-3%,0,
CCOC(=O)c1sc(NC(=O)CSc2nnc(C)s2)c(C(=O)OCC)c1C,6%,8%,x,0%,-2%,i,0,-2%,4,
COC(=O)C(Cc1ccc(O)cc1)NC(=O)c1ccccc1OC (stereo not given),0%,6%,-5%,-8%,2%,i,0,15%,6,
CCCN1CCN(C(=O)Cn2cccc2C(=O)c2ccccc2)CC1,-3%,10%,10%,-2%,-2%,i,16,11%,1,Spn PMK inh pilot replicates=1.5;Spn MK inh pilot replicates=1.5;Spn DPM-DC inh pilot screen %=0.5
COc1ccc(OCC(=O)Nc2cccc3ncccc23)cc1,-10%,10%,8%,-7%,6%,i,5,11%,7,Spn PMK inh pilot replicates=1.0;Spn MK inh pilot replicates=0.0;Spn DPM-DC inh pilot screen %=0.0
CCC(Sc1nnnn1C)C(=O)Nc1ccc(C(C)=O)cc1 (stereo not given),-2%,6%,x,-3%,-5%,i,11,4%,8,
CCn1c(SCC(=O)Nc2ccc3c(c2)c2ccccc2n3CC)nnc1-c1ccco1,49%,14%,-19%,11%,57%*,i,0,7%,6,
COc1ccc(N2CCN(C(=O)c3cccc(N4C(=O)C5CC=CC(C)C5C4=O)c3)CC2)cc1 (stereo not given),-11%,3%,x,-6%,-12%,i,21,-8%,0,
Cc1ccc2c(c1)c1nc3ccccc3nc1n2CCN1CCOCC1,17%,11%,7%,-3%,10%,i,0,30%,0,
Cc1ccc(CS(=O)(=O)Cc2ccc(C(=O)NCCCN3CCOCC3)o2)cc1,6%,1%,-2%,-1%,-7%,i,22,20%,0,
O[C@@H]1C2CCCC1[C@]1(O)CCCCC1C2 (stereo not given in full),4%,4%,2%,-4%,4%,i,0,-1%,5,
O=C(C1CC1)N1CCc2cc(S(=O)(=O)N3CCCc4ccccc43)ccc21,-1%,9%,1%,-6%,2%,i,6,-3%,6,
Cc1cccc(NC(=O)c2c(O)c3cccc4c3n(c2=O)CCC4)n1,-16%,2%,x,-5%,-14%,i,7,-4%,9,
# (continued)
SMILES,HPDE-C7 viability,Alkaline phosphatase,LYP inhibition,Bfl-1 displacement,KRASV12 cytotoxicity,Spn DPM-DC inh,Spn PMK inh,HT1080 cytotoxicity,Spn MK inh,others
Cc1sc2ncnc(SCC(=O)N3CCN(C(=O)c4ccco4)CC3)c2c1C,5%,8%,11%,-17%,6%,i,18,15%,10,
COc1ccc(-n2c(SCC(=O)N3CCCCC3C)nnc2-c2cccnc2)cc1 (stereo not given),-12%,13%,18%,-3%,4%,i,5,-4%,0,Spn PMK inh pilot replicates=4.0;Spn MK inh pilot replicates=0.0;Spn DPM-DC inh pilot screen %=0.0
Cc1oc2cc(O)cc(C)c2c(=O)c1-c1cnn(-c2ccccc2)c1,48%,5%,-3%,0%,61%*,i,7,34%,0,
O=C(COc1ccc(N2CC(C(=O)O)CC2=O)cc1)Nc1cccc(C(F)(F)F)c1 (stereo not given),-1%,9%,12%,-4%,0%,i,2,0%,2,
Cc1nc2c(c(=O)n1CC1CCCO1)c1nc3ccccc3nc1n2CC(C)C (stereo not given),-12%,22%,15%,-1%,4%,i,0,-4%,13,Spn PMK inh pilot replicates=4.5;Spn MK inh pilot replicates=1.0;Spn DPM-DC inh pilot screen %=17
CCOC(=O)Cc1csc(NC(=O)CS(=O)(=O)Cc2ccccc2)n1,-6%,4%,2%,-14%,-4%,i,3,-8%,3,
Clc1ccc(CSc2nncn2-c2ccccn2)cc1,7%,12%,14%,-4%,6%,i,12,8%,16,
CCn1c(CC(=O)Nc2cccc(OC)c2)nnc1SCC(=O)N1CCN(c2ccccc2)CC1,3%,-12%,1%,4%,0%,i,8,-2%,3,
CCCC1c2ccc(C)n2CCN1C(=O)Nc1ccc(F)cc1 (stereo not given),-5%,9%,12%,-6%,2%,i,12,-1%,3,
O=C(OC(C(=O)NCC1CCCO1)c1ccccn1)c1cccs1 (stereo not given),-23%,7%,0%,-4%,-3%,i,14,-2%,2,
COc1cc(S(=O)(=O)N2CCOCC2)ccc1NC(=O)COC(=O)c1ccccn1,-8%,12%,x,-5%,-8%,i,12,-1%,10,Spn PMK inh pilot replicates=4.0;Spn MK inh pilot replicates=2.0;Spn DPM-DC inh pilot screen %=1.0
CCOC(=O)N1CCN(c2cc(=O)n(-c3ccccc3Cl)c(=O)[nH]2)CC1,-8%,15%,-8%,-3%,12%,i,4,7%,4,Spn PMK inh pilot replicates=0.0;Spn MK inh pilot replicates=0.0;Spn DPM-DC inh pilot screen %=1.0
COC(=O)c1c(-c2cccc(C)c2)csc1N,1%,14%,-2%,-1%,-5%,i,2,6%,3,
Cc1ccc2cccc(NC(=O)c3ccc(Br)o3)c2n1,13%,6%,x,-7%,19%,i,9,-1%,4,
O=C(Nc1ccc2c(c1)OCO2)c1cnn2c1NC(c1ccco1)CC2C(F)(F)F (stereo not given),3%,12%,-7%,-2%,-9%,i,0,18%,5,
N#Cc1ccccc1Cn1c(=O)n(CCCC(=O)NCc2ccc3c(c2)OCO3)c(=O)c2ccccc21,-19%,2%,2%,6%,-22%,i,0,4%,0,
CCOC(=O)c1sc2nc3c(cc2c1N)COC(C)(C)C3,7%,1%,8%,-2%,1%,i,2,8%,8,Spn PMK inh pilot replicates=1.5;Spn MK inh pilot replicates=0.5;Spn DPM-DC inh pilot screen %=8.0
COc1ccccc1C(=O)Nc1cc(-c2nn3c(C)nnc3s2)ccc1C,-6%,3%,-9%,6%,-2%,i,0,0%,1,
CN1/C(=C\C(=O)C(F)F)C(C)(C)c2ccccc21,-25%,4%,8%,2%,-19%,i,0,-3%,32,Spn PMK inh pilot replicates=3.5;Spn MK inh pilot replicates=0.0;Spn DPM-DC inh pilot screen %=8.0
Cc1cc(-c2ccccc2)nc(N2CCN(c3ccccn3)CC2)n1,11%,6%,x,0%,5%,i,6,-13%,0,
COc1ccc(S(=O)(=O)N2CCN(c3ccc(C)cc3C)CC2)cc1OC,9%,10%,4%,3%,18%,i,6,-5%,1,Spn PMK inh pilot replicates=6.0;Spn MK inh pilot replicates=0.0;Spn DPM-DC inh pilot screen %=4.0
Cc1ccc(CNC(=O)C2c3ccccc3C(=O)N3CCc4ccccc4C23)o1 (stereo not given),0%,-10%,14%,-4%,-2%,i,16,30%,12,
O=C(COc1ncnc2ccc(Br)cc12)Nc1ccc(N2CCOCC2)cc1,-8%,12%,x,0%,-8%,i,13,11%,0,
O=C(CN1CCN(c2nc(-c3ccccc3)cs2)CC1)NCc1ccc2c(c1)OCO2,20%,5%,x,1%,37%,i,0,7%,11,

# 12 consecutive compounds already listed, for reference:
SMILES,HPDE-C7 viability,Alkaline phosphatase,LYP inhibition,Bfl-1 displacement,KRASV12 cytotoxicity,Spn DPM-DC inh,Spn PMK inh,HT1080 cytotoxicity,Spn MK inh,others
CCOC(=O)Cc1csc(NC(=O)CS(=O)(=O)Cc2ccccc2)n1,-6%,4%,2%,-14%,-4%,i,3,-8%,3,
Clc1ccc(CSc2nncn2-c2ccccn2)cc1,7%,12%,14%,-4%,6%,i,12,8%,16,
CCn1c(CC(=O)Nc2cccc(OC)c2)nnc1SCC(=O)N1CCN(c2ccccc2)CC1,3%,-12%,1%,4%,0%,i,8,-2%,3,
CCCC1c2ccc(C)n2CCN1C(=O)Nc1ccc(F)cc1 (stereo not given),-5%,9%,12%,-6%,2%,i,12,-1%,3,
O=C(OC(C(=O)NCC1CCCO1)c1ccccn1)c1cccs1 (stereo not given),-23%,7%,0%,-4%,-3%,i,14,-2%,2,
COc1cc(S(=O)(=O)N2CCOCC2)ccc1NC(=O)COC(=O)c1ccccn1,-8%,12%,x,-5%,-8%,i,12,-1%,10,Spn PMK inh pilot replicates=4.0;Spn MK inh pilot replicates=2.0;Spn DPM-DC inh pilot screen %=1.0
CCOC(=O)N1CCN(c2cc(=O)n(-c3ccccc3Cl)c(=O)[nH]2)CC1,-8%,15%,-8%,-3%,12%,i,4,7%,4,Spn PMK inh pilot replicates=0.0;Spn MK inh pilot replicates=0.0;Spn DPM-DC inh pilot screen %=1.0
COC(=O)c1c(-c2cccc(C)c2)csc1N,1%,14%,-2%,-1%,-5%,i,2,6%,3,
Cc1ccc2cccc(NC(=O)c3ccc(Br)o3)c2n1,13%,6%,x,-7%,19%,i,9,-1%,4,
O=C(Nc1ccc2c(c1)OCO2)c1cnn2c1NC(c1ccco1)CC2C(F)(F)F (stereo not given),3%,12%,-7%,-2%,-9%,i,0,18%,5,
N#Cc1ccccc1Cn1c(=O)n(CCCC(=O)NCc2ccc3c(c2)OCO3)c(=O)c2ccccc21,-19%,2%,2%,6%,-22%,i,0,4%,0,
CCOC(=O)c1sc2nc3c(cc2c1N)COC(C)(C)C3,7%,1%,8%,-2%,1%,i,2,8%,8,Spn PMK inh pilot replicates=1.5;Spn MK inh pilot replicates=0.5;Spn DPM-DC inh pilot screen %=8.0

# Bioassay records as filed in PubChem.
